High-throughput results: PubChem, several laboratories
LMP1 NFkB inh: Epstein-Barr LMP1 NF-kappaB reporter inhibition; LMP1-induced NF-kappaB luciferase reporter cells, luminescence; inhibition, % at 12.5 µM; 350,000 compounds, 0.69% hits; AID 504558; in the data active = inhibition above about 41%;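 note: 0% = neutral control wells and 100% = reference inhibitor control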
SRC2 inh: human SRC2 (NCOA2) inhibition. HEK293 GAL4-SRC2 luciferase reporter, luminescence. inhibition, % at 9 µM. 370,000 compounds, 0.17% hits. AID 651957;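 active = inhibition above the mean inhibition of all tested compounds plus 3 SD, set per campaign, cut at about 52% in these data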;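 note: 0% = DMSO treated cells and 100% = cells given Gossypol at 36 µM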
TLR9-MyD88 inh: inhibitors of human TLR9-MyD88 binding | Q9NR96+Q99836 | CHO BLA complementation TLR9-MyD88, CCF4 FRET ratio | inhibition, % at 4.98 µM | 340,000 compounds, 0.21% hits;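 active = inhibition above the mean over all tested compounds plus 3 SD, cut at about 21% in these data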;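 note: 0% = DMSO only wells and 100% = clavulanate BLA inhibitor control wells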
NCOA3 inh: human NCOA3 inhibition; Q9Y6Q9; HEK293 GAL4-SRC3 luciferase reporter, luminescence; inhibition, % at 3.6 µM; 360,000 compounds, 0.17% hits; AID 588352;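 active = inhibition above a per-campaign cutoff, the mean of all compounds plus 3 SD, cut at about 60% in these data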;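 note: 0% = DMSO-treated cells and 100% = gossypol-treated cells at 36 µM; higher means less SRC3-driven luciferase light from the GAL4 reporter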
TRAIL sens C8: caspase-8 TRAIL sensitization; NB7+C8 cells + TRAIL, ATPlite viability luminescence; inhibition (viability loss, TRAIL sensitization), % at 10 µM; 360,000 compounds, 1% hits; AID 624354;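 active = compounds causing at least 50% loss of cell viability in the single-dose screen, relative to plate controls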
TROY NFkB inh: TROY signaling inhibition; Q293 LMP1-TROYcd NF-kB luciferase reporter, 4 h; inhibition, % at 10 µM; 360,000 compounds, 0.98% hits;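 active = compounds whose plate-normalised and pattern-corrected inhibition of the luciferase reporter signal at the single screening dose is 50% or more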
SRC1 inh: human NCOA1 inhibition | HEK293 GAL4-SRC1 luciferase reporter, luminescence | inhibition, % at 3.6 µM | AID 588354 | Q15788 | 360,000 compounds, 0.12% hits;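 active = inhibition above the campaign mean plus 3 SD, with each screening campaign given its own cutoff, cut at about 60% in these data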;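 note: 0% = DMSO treated cells and 100% = gossypol at 36 µM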
LRH-1 inv ag: inverse agonists of human LRH-1 (NR5A2). HEK293T StAR-luciferase reporter, LRH-1 transfected, 24 h. O00482. 360,000 compounds, 0.13% hits. AID 602396. inhibition, % at 3.6 µM;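 active = inhibition above the mean inhibition of all tested compounds plus 3 SD, cut at about 73% in these data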;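 note: 0% = DMSO wells and 100% = reporter-only cells lacking LRH-1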
NOD2 RIPK2 PPI: NOD2-RIPK2 protein interaction inhibition; O43353; CHO BLA complementation NOD2-RIPK2, CCF4 ratio; inhibition, % at 4.98 µM; 360,000 compounds, 0.38% hits; in the data active = inhibition above about 21%;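 note: 0% = vehicle only and 100% = reference blocker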
Target sequence (O43353 whole entry, looked up): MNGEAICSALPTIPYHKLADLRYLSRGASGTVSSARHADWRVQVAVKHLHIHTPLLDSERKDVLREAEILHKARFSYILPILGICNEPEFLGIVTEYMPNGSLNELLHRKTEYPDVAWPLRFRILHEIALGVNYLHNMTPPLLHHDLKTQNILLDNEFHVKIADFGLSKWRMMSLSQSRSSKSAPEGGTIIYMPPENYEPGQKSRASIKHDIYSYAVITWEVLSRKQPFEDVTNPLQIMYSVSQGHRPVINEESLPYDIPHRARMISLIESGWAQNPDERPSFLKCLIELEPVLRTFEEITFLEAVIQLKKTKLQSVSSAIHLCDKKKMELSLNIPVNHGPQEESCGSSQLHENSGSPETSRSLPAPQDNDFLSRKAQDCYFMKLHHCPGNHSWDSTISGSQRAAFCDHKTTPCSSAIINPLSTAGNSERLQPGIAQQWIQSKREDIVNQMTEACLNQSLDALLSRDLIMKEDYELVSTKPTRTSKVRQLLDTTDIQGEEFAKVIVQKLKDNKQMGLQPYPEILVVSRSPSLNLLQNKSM
TWEAK-Fn14 inh: inhibitors of TWEAK-Fn14 interaction signaling; TWEAK-stimulated Fn14 reporter cells, luciferase luminescence, 8 h; inhibition, % at 10 µM; 360,000 compounds, 2% hits; AID 1159606; in the data active = inhibition above about 50%
NR2F2 inh: NR2F2 (human) inhibition, primary screen | P24468 | HEK293T NGFI-A luciferase reporter, luminescence | inhibition, % at 8.6 µM | 370,000 compounds, 0.7% hits;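 active = inhibition above a per-plate cutoff, mean inhibition of test wells between control levels plus 3 SD, cut at about 38% in these data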;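 note: cells cotransfected with COUP-TFII expression vector driving the NGFI-A reporter; 0% = median of COUP-TF2 test wells and 100% = reporter-only cells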
Target sequence (P24468 whole entry, looked up): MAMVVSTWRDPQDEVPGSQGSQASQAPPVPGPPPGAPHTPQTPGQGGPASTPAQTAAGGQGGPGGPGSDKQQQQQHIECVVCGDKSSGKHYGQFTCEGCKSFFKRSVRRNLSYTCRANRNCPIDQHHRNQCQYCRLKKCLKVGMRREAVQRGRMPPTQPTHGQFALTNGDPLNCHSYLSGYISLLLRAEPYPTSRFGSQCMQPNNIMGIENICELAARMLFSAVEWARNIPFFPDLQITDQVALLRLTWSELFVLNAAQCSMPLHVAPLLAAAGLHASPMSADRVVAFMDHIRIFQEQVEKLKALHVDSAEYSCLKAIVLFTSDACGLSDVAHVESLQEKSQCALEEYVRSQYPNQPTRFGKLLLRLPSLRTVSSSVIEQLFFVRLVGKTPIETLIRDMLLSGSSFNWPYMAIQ
Active calls of the source: *.

Results for COc1ccc(CNC(=O)C(C)N2C(=O)NC3(CCCCCCC3)C2=O)cc1 (centres undefined) ?
LMP1 NFkB inh: -5; SRC2 inh: 2; TLR9-MyD88 inh: -2; NCOA3 inh: 8; TRAIL sens C8: -21; TROY NFkB inh: -2; SRC1 inh: -2; LRH-1 inv ag: -7; NOD2 RIPK2 PPI: -1; TWEAK-Fn14 inh: -1; NR2F2 inh: -8

How did Cc1ccccc1NC(=O)CSC(N)=O do in these assays?
LMP1 NFkB inh: -1; SRC2 inh: -2; TLR9-MyD88 inh: -4; NCOA3 inh: 13; TRAIL sens C8: -24; TROY NFkB inh: -4; SRC1 inh: 3; LRH-1 inv ag: 14; NOD2 RIPK2 PPI: -6; TWEAK-Fn14 inh: -12; NR2F2 inh: 1

How did O=C(Nc1ccc(N2CCOCC2)nc1)c1c(F)cccc1F do in these assays?
LMP1 NFkB inh: 3; SRC2 inh: -36; NCOA3 inh: -29; TRAIL sens C8: 1; TROY NFkB inh: -14; SRC1 inh: -33; LRH-1 inv ag: -57; NOD2 RIPK2 PPI: -15; TWEAK-Fn14 inh: -35; NR2F2 inh: -23

What do the screens show for `CCOc1cc(-c2nc(-c3ccccc3OC)no2)cc(OCC)c1OCC`?
LMP1 NFkB inh: 5; SRC2 inh: 12; TLR9-MyD88 inh: -9; NCOA3 inh: -1; TRAIL sens C8: 17; TROY NFkB inh: 33; SRC1 inh: -14; LRH-1 inv ag: 6; NOD2 RIPK2 PPI: -4; TWEAK-Fn14 inh: 18; NR2F2 inh: 2

Results for Cc1ccc(-c2n[nH]c3c2C(c2ccccc2)N(c2ccc(C(=O)O)cc2)C3=O)cc1 (centres undefined) ?
LMP1 NFkB inh: -6; SRC2 inh: 18; TLR9-MyD88 inh: -1; NCOA3 inh: 0; TRAIL sens C8: -16; TROY NFkB inh: -2; SRC1 inh: -10; LRH-1 inv ag: -17; NOD2 RIPK2 PPI: -13; TWEAK-Fn14 inh: 16; NR2F2 inh: -9

How did COc1ccc(NC(=S)N2CCN(Cc3cccc(F)c3)CC2)c(OC)c1 do in these assays?
LMP1 NFkB inh: -13; SRC2 inh: 13; TLR9-MyD88 inh: 1; NCOA3 inh: 12; TRAIL sens C8: 35; TROY NFkB inh: 5; SRC1 inh: -9; LRH-1 inv ag: 6; NOD2 RIPK2 PPI: 6; TWEAK-Fn14 inh: 7; NR2F2 inh: -12

Results for COc1cccc2cc(C(=O)NCc3ccc(F)cc3)c(=N)oc12 ?
LMP1 NFkB inh: -19; SRC2 inh: -4; TLR9-MyD88 inh: 1; NCOA3 inh: -5; TRAIL sens C8: 10; TROY NFkB inh: -34; SRC1 inh: -4; LRH-1 inv ag: -4; NOD2 RIPK2 PPI: 6; TWEAK-Fn14 inh: 4; NR2F2 inh: 24

Results for CC(C)(C)NC(=O)CN(Cc1cccnc1)C(=O)c1csnn1 ?
LMP1 NFkB inh: -2; SRC2 inh: -1; TLR9-MyD88 inh: -7; NCOA3 inh: 15; TRAIL sens C8: -8; TROY NFkB inh: 8; SRC1 inh: -9; LRH-1 inv ag: 14; NOD2 RIPK2 PPI: -3; TWEAK-Fn14 inh: 4; NR2F2 inh: -6

What do the screens show for `O=C(Cn1cccn1)c1ccccc1`?
LMP1 NFkB inh: 1; SRC2 inh: -12; TLR9-MyD88 inh: 6; NCOA3 inh: 3; TRAIL sens C8: -1; TROY NFkB inh: 0; SRC1 inh: -4; LRH-1 inv ag: 2; NOD2 RIPK2 PPI: -4; TWEAK-Fn14 inh: -9; NR2F2 inh: 2

What do the screens show for `Cc1c(CC(=O)NCC(=O)NCC(=O)O)c(=O)oc2cc3c(cc12)CCC(C)(C)O3`?
LMP1 NFkB inh: 8; SRC2 inh: -2; TLR9-MyD88 inh: -22; NCOA3 inh: 2; TRAIL sens C8: -18; TROY NFkB inh: 6; SRC1 inh: -16; LRH-1 inv ag: -9; NOD2 RIPK2 PPI: -3; TWEAK-Fn14 inh: 14; NR2F2 inh: -6

What do the screens show for `COCCn1c(C)cc(C(=O)COC(=O)CNC(=O)c2ccccc2)c1C`?
LMP1 NFkB inh: 13; SRC2 inh: -10; TLR9-MyD88 inh: 5; NCOA3 inh: 26; TRAIL sens C8: -8; TROY NFkB inh: 54*; SRC1 inh: 15; LRH-1 inv ag: 6; NOD2 RIPK2 PPI: -11; TWEAK-Fn14 inh: 63*; NR2F2 inh: 4

Results for O=c1cc(N2CCc3ccccc3C2)[nH]c(=O)n1-c1ccc(Cl)cc1 ?
LMP1 NFkB inh: 3; SRC2 inh: 0; TLR9-MyD88 inh: -21; NCOA3 inh: -14; TRAIL sens C8: 12; TROY NFkB inh: 7; SRC1 inh: 9; LRH-1 inv ag: -31; NOD2 RIPK2 PPI: 1; TWEAK-Fn14 inh: 10; NR2F2 inh: -6

2 entries picked at random from those above:
What do the screens show for `Cc1c(CC(=O)NCC(=O)NCC(=O)O)c(=O)oc2cc3c(cc12)CCC(C)(C)O3`?
LMP1 NFkB inh: 8; SRC2 inh: -2; TLR9-MyD88 inh: -22; NCOA3 inh: 2; TRAIL sens C8: -18; TROY NFkB inh: 6; SRC1 inh: -16; LRH-1 inv ag: -9; NOD2 RIPK2 PPI: -3; TWEAK-Fn14 inh: 14; NR2F2 inh: -6

How did COc1ccc(NC(=S)N2CCN(Cc3cccc(F)c3)CC2)c(OC)c1 do in these assays?
LMP1 NFkB inh: -13; SRC2 inh: 13; TLR9-MyD88 inh: 1; NCOA3 inh: 12; TRAIL sens C8: 35; TROY NFkB inh: 5; SRC1 inh: -9; LRH-1 inv ag: 6; NOD2 RIPK2 PPI: 6; TWEAK-Fn14 inh: 7; NR2F2 inh: -12

Other records follow.
How did CCc1nnc(NC(=O)CSc2nnc(-c3ccoc3C)n2-c2ccc(C)cc2)s1 do in these assays?
LMP1 NFkB inh: 10; SRC2 inh: -13; TLR9-MyD88 inh: -2; NCOA3 inh: 6; TRAIL sens C8: -7; TROY NFkB inh: -1; SRC1 inh: -6; LRH-1 inv ag: 9; NOD2 RIPK2 PPI: 3; TWEAK-Fn14 inh: -2; NR2F2 inh: -3

Results for Cc1cc(CNC(=O)C2CCC(=O)N(Cc3cccc(C(F)(F)F)c3)C2)no1 (centres undefined) ?
LMP1 NFkB inh: -3; SRC2 inh: -41; TLR9-MyD88 inh: -1; NCOA3 inh: -3; TRAIL sens C8: -15; TROY NFkB inh: 17; SRC1 inh: 14; LRH-1 inv ag: -1; NOD2 RIPK2 PPI: -14; TWEAK-Fn14 inh: 12; NR2F2 inh: -27

What do the screens show for `CCc1nc2ccc(C(=O)N(C)CC(=O)Nc3ccc(F)c(F)c3F)cc2nc1CC`?
LMP1 NFkB inh: 0; SRC2 inh: -4; TLR9-MyD88 inh: 3; NCOA3 inh: -9; TRAIL sens C8: -5; TROY NFkB inh: -7; SRC1 inh: 1; LRH-1 inv ag: -3; NOD2 RIPK2 PPI: 9; TWEAK-Fn14 inh: -3; NR2F2 inh: 25

Results for CCC(NS(=O)(=O)c1c(C)[nH]c(=O)[nH]c1=O)C12CC3CC(CC(C3)C1)C2 (centres undefined) ?
LMP1 NFkB inh: 18; SRC2 inh: -5; TLR9-MyD88 inh: 1; NCOA3 inh: -29; TRAIL sens C8: 1; TROY NFkB inh: 10; SRC1 inh: -10; LRH-1 inv ag: 12; NOD2 RIPK2 PPI: 6; TWEAK-Fn14 inh: -8; NR2F2 inh: -4

How did COc1ccc(-c2c[n+]3c(n2-c2ccccc2)SCC3)cc1OC do in these assays?
LMP1 NFkB inh: -3; SRC2 inh: -22; TLR9-MyD88 inh: -2; NCOA3 inh: 18; TRAIL sens C8: 12; TROY NFkB inh: 4; SRC1 inh: -6; LRH-1 inv ag: 11; NOD2 RIPK2 PPI: -6; TWEAK-Fn14 inh: 10; NR2F2 inh: -2

Results for O=C(CCCCl)NC1=NN(c2ccccc2)C(=O)C1 ?
LMP1 NFkB inh: -1; SRC2 inh: -5; TLR9-MyD88 inh: -11; NCOA3 inh: 9; TRAIL sens C8: -7; TROY NFkB inh: -54; SRC1 inh: 2; LRH-1 inv ag: -12; NOD2 RIPK2 PPI: -5; TWEAK-Fn14 inh: 24; NR2F2 inh: -3

How did CCc1ccc(CN(C)C(=O)CCc2nnc(COc3ccccc3)o2)cc1 do in these assays?
LMP1 NFkB inh: -23; SRC2 inh: -21; TLR9-MyD88 inh: -8; NCOA3 inh: -45; TRAIL sens C8: 2; TROY NFkB inh: -70; SRC1 inh: -25; LRH-1 inv ag: -48; NOD2 RIPK2 PPI: -2; TWEAK-Fn14 inh: -21; NR2F2 inh: -6

Results for Fc1ccc(Sc2ccccc2CNC2=NCCN2)cc1 ?
LMP1 NFkB inh: -3; SRC2 inh: 16; TLR9-MyD88 inh: 9; NCOA3 inh: -7; TRAIL sens C8: 13; TROY NFkB inh: 16; SRC1 inh: 2; LRH-1 inv ag: 0; NOD2 RIPK2 PPI: -4; TWEAK-Fn14 inh: -1; NR2F2 inh: 21

How did CC(C)n1nc(C(=O)Oc2cccc(Cl)c2Cl)c2ccccc2c1=O do in these assays?
LMP1 NFkB inh: 4; SRC2 inh: -15; TLR9-MyD88 inh: -2; NCOA3 inh: -2; TRAIL sens C8: -13; TROY NFkB inh: -14; SRC1 inh: 4; LRH-1 inv ag: -6; NOD2 RIPK2 PPI: -12; TWEAK-Fn14 inh: 36; NR2F2 inh: -11

Results for COC(=O)c1cc(NC(=O)COC(=O)CCc2c[nH]c3ccccc23)cc(C(=O)OC)c1 ?
LMP1 NFkB inh: -1; SRC2 inh: -13; TLR9-MyD88 inh: 8; NCOA3 inh: 11; TRAIL sens C8: 6; TROY NFkB inh: -9; SRC1 inh: -11; LRH-1 inv ag: 1; NOD2 RIPK2 PPI: 2; TWEAK-Fn14 inh: 2; NR2F2 inh: 16

How did O=C(/C=C/c1cccs1)N1CCN(c2ccc(F)cc2)CC1 do in these assays?
LMP1 NFkB inh: -6; SRC2 inh: -7; TLR9-MyD88 inh: -3; NCOA3 inh: 13; TRAIL sens C8: 9; TROY NFkB inh: 18; SRC1 inh: -7; LRH-1 inv ag: 10; NOD2 RIPK2 PPI: 10; TWEAK-Fn14 inh: 3; NR2F2 inh: 0

How did O=C(CSc1nnc(CNc2ccc(F)cc2)o1)OC1CCCCC1 do in these assays?
LMP1 NFkB inh: -11; SRC2 inh: -1; TLR9-MyD88 inh: -2; NCOA3 inh: -2; TRAIL sens C8: -13; TROY NFkB inh: 7; SRC1 inh: -19; LRH-1 inv ag: 2; NOD2 RIPK2 PPI: 2; TWEAK-Fn14 inh: 3; NR2F2 inh: -2

Results for CC(C)Cn1c(-c2cccs2)nc2nc3ccccc3nc21 ?
LMP1 NFkB inh: 6; SRC2 inh: 19; TLR9-MyD88 inh: -4; NCOA3 inh: 0; TRAIL sens C8: 14; TROY NFkB inh: -21; SRC1 inh: 17; LRH-1 inv ag: 20; NOD2 RIPK2 PPI: 0; TWEAK-Fn14 inh: 20; NR2F2 inh: 22

An excerpt; count on the stated rates, not on these rows.
